ST2 IL33 inh = inhibitors of human ST2 (IL1RL1) binding to IL-33, primary screen, biochemical, AlphaLISA; AID 1259354, 2018; inhibition, % for hits at 17 µM; AlphaLISA ST2-Fc/biotin-IL-33 interaction, 1 h; 78,000 tested, 2.3% active; in the data active means inhibition above about 30%; inconclusive means mostly about 10% to 28%
Target sequence (Q01638 whole entry, looked up): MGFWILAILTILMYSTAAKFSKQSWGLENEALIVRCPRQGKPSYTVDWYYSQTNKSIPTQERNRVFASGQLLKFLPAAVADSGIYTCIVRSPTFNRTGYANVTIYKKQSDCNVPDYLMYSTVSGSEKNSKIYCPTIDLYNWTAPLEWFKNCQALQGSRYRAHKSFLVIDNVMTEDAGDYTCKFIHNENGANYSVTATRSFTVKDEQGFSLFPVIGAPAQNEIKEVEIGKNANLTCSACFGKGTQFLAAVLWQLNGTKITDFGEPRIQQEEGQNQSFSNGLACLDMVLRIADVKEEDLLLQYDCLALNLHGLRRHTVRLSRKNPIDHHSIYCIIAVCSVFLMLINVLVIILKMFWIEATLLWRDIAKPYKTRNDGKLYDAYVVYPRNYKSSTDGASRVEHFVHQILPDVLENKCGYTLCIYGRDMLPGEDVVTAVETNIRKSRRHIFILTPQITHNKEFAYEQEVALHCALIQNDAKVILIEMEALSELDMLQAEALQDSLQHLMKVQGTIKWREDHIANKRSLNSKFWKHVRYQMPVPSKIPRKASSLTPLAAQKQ
The depositor's hits bear a star; i = inactive; ? = inconclusive. Only part of the results is shown, so the mix of outcomes need not match the whole.

SMILES	ST2 IL33 inh
CCCc1noc(CN2CCCC3(CCCN(C)C3)C2)n1 (stereo unspecified)	i
Cc1ccccc1OCC(=O)Nc1ccc(Br)c2cccnc12	?
Oc1ccccc1-c1nc2ccccc2[nH]1	i
O=S(=O)(NCc1ccc2[nH]c3c(c2c1)CCCC3)C1CC1	i
Cn1c(=O)cc(SCC(=O)NCC2CCCO2)c2ccccc21 (stereo unspecified)	i
CCOCCCNC(=O)c1c[nH]c2ccc(S(=O)(=O)Nc3ccccc3F)cc2c1=O	i
CCOc1ccc(-c2ncnn2-c2ccc(Cl)cc2)cc1	?
Cc1ccccc1OCC(O)CN1C(=O)c2ccccc2C1=O (stereo unspecified)	i
Cc1ccc2nc(-c3ccccn3)c(Nc3ccc4c(c3)OCO4)n2c1	32.0%*
CC(=O)N1CCc2c(sc(NC(=O)Cc3ccccc3)c2-c2nc3ccccc3s2)C1	i
Cc1cccc(NC(=O)N2CCC(N3CCCC(C(=O)N4CCCC4)C3)CC2)c1 (stereo unspecified)	i
Cc1nc2c(C(=O)N(C)CCCn3cccn3)cccc2[nH]1	i
CCOC(=O)c1c(NC(=O)COc2ccc(Cl)cc2Br)sc(C)c1C	i
CCOC(=O)CNC(=O)N1CCC(CCC(=O)N(C)Cc2ccccc2)CC1	i
CCOC(=O)c1c(NC(=O)C(C)Oc2ccc(F)cc2)sc(C(C)=O)c1C (stereo unspecified)	i
CCN(CC)CCNc1nc2c(c(=O)n(C)c(=O)n2C)n1Cc1c(Cl)cccc1Cl	i
CS(=O)(=O)N1CCN(c2ccc([N+](=O)[O-])c(Sc3nnnn3-c3ccccc3)c2)CC1	?
O=C(NCCN1CCOCC1)c1cc(=O)[nH]c2ccc(S(=O)(=O)N3CCCCC3)cc12	i
Cn1c(CC2CCNCC2)nnc1SCc1noc(C2CCCO2)n1 (stereo unspecified)	i
CCOc1ccc(C(=O)NCc2nc3cccnc3n2Cc2ccc(OC)cc2)cc1OCC	?
COc1ccc(C(=O)c2ccccc2)c(OCC(=O)N(C)C)c1	i
COc1ccccc1-c1cc(C(F)(F)F)nc(NCc2cccnc2)n1	i
CCOc1ccc(-c2nc3cc(N=Cc4cccc(OC)c4O)ccc3o2)cc1	?
Cc1nc(C)c2c(n1)OC(CN1CCc3[nH]nc(-c4ccccc4F)c3C1)C2 (stereo unspecified)	?
Cc1ccc([N+](=O)[O-])cc1NC(=O)CCCOc1ccc(Cl)cc1	i
Cc1ccc(S(=O)(=O)N[C@H]2CO[C@H]3[C@@H]2OC[C@@H]3n2nnnc2Oc2cccc(N(C)C)c2)cc1	i
NC(=O)c1nsnc1-c1ccccc1O	i
COc1ccc(OC)c(N=Cc2c(C)[nH]n(-c3ccccc3)c2=O)c1	?
COC(=O)c1ccccc1C(=O)N1CCC(CCC(=O)NC2CC2)CC1	i
COC(=O)C1C2C=CC3(CN(C(C)c4ccc(Br)cc4)C(=O)C13)O2 (stereo unspecified)	i

5 compounds already listed, ordered by length of the SMILES, highest first:
SMILES	ST2 IL33 inh
Cc1ccc(S(=O)(=O)N[C@H]2CO[C@H]3[C@@H]2OC[C@@H]3n2nnnc2Oc2cccc(N(C)C)c2)cc1	i
Cc1nc(C)c2c(n1)OC(CN1CCc3[nH]nc(-c4ccccc4F)c3C1)C2 (stereo unspecified)	?
COc1ccc(OC)c(N=Cc2c(C)[nH]n(-c3ccccc3)c2=O)c1	?
COc1ccccc1-c1cc(C(F)(F)F)nc(NCc2cccnc2)n1	i
COc1ccc(C(=O)c2ccccc2)c(OCC(=O)N(C)C)c1	i

Next part.
SMILES	ST2 IL33 inh
COc1cccc(CNC(=O)CCC2CCCN(C(=O)c3ccc4ncccc4c3)C2)c1 (stereo unspecified)	i
COc1ccc(CNC(=O)c2ncn[nH]2)cc1	i
O=C(CCCn1c(=O)[nH]c2ccc(Br)cc2c1=O)NCc1ccco1	i
O=C(NCc1cn2c(n1)SCC2)c1cccc2ccnn12	i
C[C@H]1[C@@H]2[C@H]3OC(=O)[C@@H](C)[C@@H]3CC[C@@]2(C)CC[C@@H]1NC(=O)COc1ccccc1	i
O=C(NCCc1ccccc1)C1CCN(S(=O)(=O)c2ccc(F)cc2)CC1	i
Cc1cnc(C(=O)N2CCCC(C(=O)Nc3ccc(-c4cccc(F)c4)cc3)C2)cn1 (stereo unspecified)	?
CC(c1ccc(-c2cnc(N)cn2)cc1)N1CCCC1 (stereo unspecified)	?
COc1ccc(CN2CC(OCc3ccccc3F)CN(C3CCN(C(C)C)CC3)CC2=O)cc1 (stereo unspecified)	i
CC1(C)O[C@@H]2[C@H](O1)[C@@H](CSC#N)O[C@H]2n1cnc2c(=O)[nH]cnc21	i

As a short view, part of the list above:
SMILES	ST2 IL33 inh
C[C@H]1[C@@H]2[C@H]3OC(=O)[C@@H](C)[C@@H]3CC[C@@]2(C)CC[C@@H]1NC(=O)COc1ccccc1	i
O=C(NCCc1ccccc1)C1CCN(S(=O)(=O)c2ccc(F)cc2)CC1	i
Cc1cnc(C(=O)N2CCCC(C(=O)Nc3ccc(-c4cccc(F)c4)cc3)C2)cn1 (stereo unspecified)	?
CC(c1ccc(-c2cnc(N)cn2)cc1)N1CCCC1 (stereo unspecified)	?

New compounds follow:
SMILES	ST2 IL33 inh
Cc1ccc2oc(-c3ccc(NC(=O)c4ccccc4Cl)cc3O)nc2c1	i
Cc1cc(C(=O)Nc2ccc(F)c(Cl)c2)ccc1[N+](=O)[O-]	?
CC(=O)Nc1ccc(NC(=O)c2ccc(Cl)cc2Cl)cc1	i
O=C(NCc1ccco1)c1cccc(Cl)c1Cl	i
O=S(=O)(Nc1cccc(O)c1)c1ccc(-c2ccccc2)cc1	i
Oc1ccc(O)c([S+]2CCCCC2)c1	?
COc1ccc(C2NC(=O)NC(C)=C2C(=O)Nc2ccc(F)c(F)c2)cc1OC (stereo unspecified)	?
CCc1nc(SCC(=O)c2ccc(OC)c(C)c2)n[nH]1	?
CCC1CN(c2cncc(C(=O)N(C)C)n2)CCC(=O)N1Cc1ccccc1 (stereo unspecified)	i
O=C(Nc1ccc(F)c(Cl)c1)c1cc(I)ccc1Cl	i
Cc1ccsc1C(=O)N1CCC(n2nccc2NC(=O)c2cccc(F)c2)CC1	?
O=C(O)CCC(=O)N1CCc2cc(S(=O)(=O)N3CCN(c4cccc(Cl)c4)CC3)ccc21	i
CSc1ccc(OC(=O)c2ccc(Br)cc2)cc1	i
CN1C[C@@H](NC(=O)CC(C)(C)CC(=O)O)C[C@H]1c1nc(-c2ccc3c(c2)OCO3)no1	?
Cn1cc(C(NS(=O)(=O)c2ccc(Cl)cc2)C(Cl)(Cl)Cl)c2ccccc21 (stereo unspecified)	?
Cc1nc2nc[nH]n2c(=O)c1NC(=O)Nc1ccc2c(c1)OCO2	i
CC(C)(C)c1ccc(OCC(O)CN2CCCC2)cc1 (stereo unspecified)	i
CCc1ncc(C(=O)N(CC)Cc2c(F)cccc2Cl)cn1	i
Cc1c(Cl)cccc1Nc1nnc(Cc2ccccc2)c(=O)[nH]1	i
CS(=O)(=O)CC[C@H](NC(=O)C1=C[C@@H](NC(=O)[C@@H]2C[C@@H](O)CN2)[C@@H](O)[C@H](O)C1)C(N)=O	i

3 entries from above, field by field.
> O=C(NCc1cn2c(n1)SCC2)c1cccc2ccnn12
  ST2 IL33 inh = i
> C[C@H]1[C@@H]2[C@H]3OC(=O)[C@@H](C)[C@@H]3CC[C@@]2(C)CC[C@@H]1NC(=O)COc1ccccc1
  ST2 IL33 inh = i
> O=C(NCCc1ccccc1)C1CCN(S(=O)(=O)c2ccc(F)cc2)CC1
  ST2 IL33 inh = i

Further entries follow.
SMILES	ST2 IL33 inh
CN(Cc1ccc2ccccc2n1)C(=O)c1ccc(N2CC(O)C2)nc1	i
Cc1nnc(Sc2cc(C(=O)NCCN(C)C)c3ccccc3n2)s1	i
Cc1onc(C(=O)N2CCCN(Cc3ccc(F)cc3)C(C(C)C)C2)c1CO (stereo unspecified)	i
Cc1nc2c(ccc3nc(NC(=O)CCSc4ccccc4)sc32)s1	i
CC(C)CN1CC(C(=O)N2CCC(O)(c3ccccc3)CC2)CC1=O (stereo unspecified)	?
CCOc1ccc(-c2nc3cc(NC(=O)c4ccc(F)cc4)ccc3o2)cc1	i
CCN(CC)CCCNC(=O)C1c2cc(OC)c(OC)cc2C(=O)N(C)C1c1ccccc1F (stereo unspecified)	i
N[C@H]1CN[C@H](C(=O)N2CCC(c3nc(-c4ccccc4)no3)CC2)C1	i
CN1CCN(Cc2cccc(Oc3ccccc3)c2)CC1	i
CC1(C)Cc2cc(CN3CCCC(N4CCCC4=O)C3)ccc2O1 (stereo unspecified)	?
O=C(Nc1ccc(I)cc1)c1ccco1	i
COc1ccc(OC)c(Nc2ncnc3c2cnn3-c2ccc(Cl)cc2)c1	i
CN(CCc1ccccn1)c1ncccc1CNC(=O)c1cnc2ccccn12	?
CC(c1cccc(-c2ncc(F)cn2)c1)N(C)C (stereo unspecified)	?
Cc1ccccc1OCCNS(=O)(=O)c1cccc([N+](=O)[O-])c1	i
COc1ccc(NC(=O)Nc2cccc(C)n2)cc1	i
O=C(CS(=O)(=O)c1cn(Cc2ccc(F)cc2)c2ccccc12)NC1CCCCC1	i
CC1(C)OC(=O)C(=CN2CCCC2C(=O)O)C(=O)O1 (stereo unspecified)	?
O=C(c1ccccc1)c1ccc(NC(=O)c2ccccc2F)c(NC(=O)c2ccccc2F)c1	?
CCSc1nnc(NC(=O)c2ccc(C)c(S(=O)(=O)N3CCCC3)c2)s1	i
CC1(C)C=Cc2c(cc3oc(-c4ccc(O)cc4)cc(=O)c3c2O)O1	i
Cc1cccc(C2CN(C)CCc3c2cc(O)c(O)c3Cl)c1 (stereo unspecified)	i
Cc1cc(N2CCN(C)CC2)nc2ccc(NC(=O)c3ccc4c(c3)OCO4)cc12	i
Cc1ccc(S(=O)(=O)N[C@H]2C[C@@H](c3nc(-c4cccnc4)no3)N(C)C2)cc1	i
Fc1ccc(SCCc2ccccn2)cc1	i
CC1=C(C(=O)Nc2ccccn2)C(c2ccccc2Cl)n2ncnc2N1 (stereo unspecified)	i
COc1ccc(C2=Nn3c(nnc3-c3ccccc3Br)SC2)cc1	i
Cc1cc(C)c(S(=O)(=O)NCc2cccnc2)cc1C	i
CC/C=C(\C)C(O)C(C)C(=O)NCC(=O)C(C)C(O)C(C)C(=O)O (stereo unspecified)	i
CCC(=O)N1CCc2cc(S(=O)(=O)NC(C(=O)Nc3cc(Cl)ccc3C)C(C)C)ccc21 (stereo unspecified)	i
CCC(C)NC(=O)c1noc2c1CCc1cc(OC)ccc1-2 (stereo unspecified)	i
O=C(NC(Nc1ccc(Cl)c(Cl)c1)C(=O)c1ccccc1)c1cccs1 (stereo unspecified)	i
COC(=O)c1nnn(CC(=O)Nc2ccccc2)c1C(=O)OC	i
CCC1CCCCN1C1CC(=O)N(c2ccccc2)C1=O (stereo unspecified)	i
COc1cccc(-n2c(O)c(C=Nc3ccc(Cl)cc3)c3ccccc3c2=O)c1	i
O=C(O)CCN1C(=O)C(=O)C(=C(O)c2ccccc2)C1c1cccc([N+](=O)[O-])c1 (stereo unspecified)	i
CN(CC(=O)NC1CCCc2ccccc21)S(=O)(=O)c1ccc2c(c1)CCC(=O)N2 (stereo unspecified)	i
Cn1cc(CC(=O)N2CCN(c3ccccc3)CC2)c2ccccc21	i
COc1ccc(COC(=O)C2=C(C)Nc3nc4ccccc4n3C2c2ccco2)cc1 (stereo unspecified)	i
O=C(NCCN1CCOCC1)c1ccc2c(c1)ncn2C1CCCC1	i
COc1cccc(C2C(C(=O)Nc3ccccc3OC)=C(C)Nc3nc4ccccc4n32)c1 (stereo unspecified)	i
CCNC(=O)O[C@@H]1CO[C@H]2[C@@H]1OC[C@@H]2Nc1nccc(-c2ccc(-c3ccccc3)cc2)n1	?
Cc1c(C(=O)N2CCN(C3CCCCC3)CC2)cnn1-c1nccc(-c2ccccc2F)n1	i
COCCNC(=O)c1ccc2c(c1)NC(=O)C(N1CCCC1)S2 (stereo unspecified)	?
CCc1ccc(CN2CCC(CNC(=O)Nc3ccccc3)C2)nc1 (stereo unspecified)	i
CCN1CCN(c2ncnc3c2cnn3-c2ccc(C)cc2C)CC1	i
CCOc1ccc(C2C(C#N)=C(SCc3ccccc3)NC(=O)C2C(=O)OC)cc1 (stereo unspecified)	i
CC(=O)Nc1nc2cc(NC(=O)C3CCCN(S(=O)(=O)N4CCCC4)C3)ccc2s1 (stereo unspecified)	i
Cc1ccc(NC(=O)c2cc3c(=O)n4ccccc4nc3s2)cc1C	?
Cc1ccc(C2CC(c3cccs3)=NN2C(=O)CSc2c[nH]c3ccccc23)cc1 (stereo unspecified)	?
Later entries
SMILES	ST2 IL33 inh
CC(=O)c1ccc(NC(=O)COc2cc(C)ccc2C)cc1	i
O=C(Nc1cccc(O)c1)c1cc(-c2ccc3c(c2)OCO3)on1	i
Cc1cccc(C)c1Nc1c(-c2ccc(F)cc2)nc2cnccn12	i
O=C(Nc1cccc(N2CCCS2(=O)=O)c1)c1ccccc1Br	i
O=C(NCc1ccc(F)cc1)C1CC(=O)N(C2CCCCCCC2)C1 (stereo unspecified)	i
O=c1c(-c2ccc(O)cc2)coc2cc(O[C@@H]3O[C@H](CO[C@@H]4OC[C@](O)(CO)[C@H]4O)[C@@H](O)[C@H](O)[C@H]3O)cc(O)c12	i
CN1CCCn2nc(C(=O)NCC3(COc4ccccc4)CC3)cc2C1	?
O=C(c1cccc(-c2ncc[nH]2)c1)N1CCOC(c2ccc(Cl)cc2)C1 (stereo unspecified)	?
O=C(c1ccc2c(c1)ncn2C1CCCCC1)N1CCOCC1	i
CCN(CC)CCCNC(=O)C1C2C=CC3(CN(Cc4cccs4)C(=O)C13)O2 (stereo unspecified)	i
CSc1ccc(-c2nc(CSCC(=O)NCc3ccc4c(c3)OCO4)c(C)o2)cc1	?
Cc1nn(-c2cccc(Br)c2)c(C)c1[C@@H]1C=C[C@@H](NS(C)(=O)=O)C1	i
COc1ccc(CN2CCC(n3nccc3NC(=O)c3ccccc3C)CC2)cc1	i
